Sm TGR block = S. mansoni TGR enzyme inhibition | purified TGR, DTNB reduction, TNB absorbance 405 nm | Potency, µM (top dose mostly 114 µM), for the others: at the highest dose activity change, negative = inhibition, actives largely listed as inhibitors | hit rate 3% among 360,000 | Q962Y6 | AID 485364; note: potency is the fitted concentration of half-maximal effect; nearly all actives have a fitted effect of over 60% in size
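First, TGR (20 nM dispensed) and NADPH were mixed with compound. Second, a 15 min room-temperature incubation followed. Third, further NADPH and then DTNB were added to start the reaction. Finally, TNB absorbance was monitored kinetically.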
LmPK inhibitor = LmPK (Leishmania mexicana) enzyme inhibition. Q27686. purified LmPK, Kinase-Glo ATP luminescence, 1 h. Potency, µM (top dose mostly 57.5 µM), for the others: top-dose activity change, negative = inhibition, most hits filed as inhibitors. hit rate 0.37% among 290,000. AID 1721; note: potency is the fitted concentration of half-maximal effect
Target sequence (Q27686 whole entry, looked up): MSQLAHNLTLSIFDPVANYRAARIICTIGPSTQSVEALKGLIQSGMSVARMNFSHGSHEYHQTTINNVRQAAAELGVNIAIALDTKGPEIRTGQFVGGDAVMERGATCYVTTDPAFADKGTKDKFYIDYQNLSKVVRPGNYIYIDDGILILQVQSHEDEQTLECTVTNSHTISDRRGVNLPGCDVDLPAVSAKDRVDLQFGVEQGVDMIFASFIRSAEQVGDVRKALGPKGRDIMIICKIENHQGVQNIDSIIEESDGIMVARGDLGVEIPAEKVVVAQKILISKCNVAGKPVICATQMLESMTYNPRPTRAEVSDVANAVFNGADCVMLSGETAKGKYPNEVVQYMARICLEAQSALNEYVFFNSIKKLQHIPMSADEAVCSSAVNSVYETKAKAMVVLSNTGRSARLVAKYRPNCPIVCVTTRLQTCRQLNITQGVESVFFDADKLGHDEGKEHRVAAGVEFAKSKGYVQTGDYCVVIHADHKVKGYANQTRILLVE
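Kinase-Glo luminescence read after 1 h RT reaction of 0.1 nM LmPK with 0.5 mM PEP and 0.1 mM ADP. Activity scaled between uninhibited and enzyme-free controls.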
AmpC inh no detg = inhibitors of E. coli AmpC beta-lactamase without detergent | P00811 | AmpC nitrocefin hydrolysis, absorbance 480 nm, 0.0001% Triton | Potency, µM (highest dose often 57.1 µM), for inactives: at the highest dose activity change, negative = inhibition, hits mostly inhibitors | hit rate 0.52% among 330,000;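 note: potency is the fitted concentration of half-maximal effect; plate controls were no compound for no effect and no enzyme for full effect; nearly all actives have a fitted effect of over 20% in size; some results filed as inactive show a strong effect at the top dose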
Target sequence (P00811 whole entry, looked up): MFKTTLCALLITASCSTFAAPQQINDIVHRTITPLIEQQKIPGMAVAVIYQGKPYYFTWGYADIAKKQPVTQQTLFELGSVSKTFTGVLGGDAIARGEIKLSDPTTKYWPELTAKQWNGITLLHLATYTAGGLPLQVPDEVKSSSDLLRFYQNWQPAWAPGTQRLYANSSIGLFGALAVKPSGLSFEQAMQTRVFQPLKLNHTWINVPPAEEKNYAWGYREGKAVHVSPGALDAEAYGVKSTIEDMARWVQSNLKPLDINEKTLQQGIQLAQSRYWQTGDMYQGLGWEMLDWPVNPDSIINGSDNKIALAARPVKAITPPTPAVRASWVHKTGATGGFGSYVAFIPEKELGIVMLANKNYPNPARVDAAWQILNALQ
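AmpC (5.3 nM in the dispensed reagent) in 20 mM phosphate pH 7.0 with 0.01% (detergent screen) or 0.0001% Triton X-100 was preincubated with compounds for 15 min at room temperature. Nitrocefin was then added from an 800 uM solution, and hydrolysis was followed at 480 nm.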
AmpC inh detg = AmpC beta-lactamase inhibition with detergent present; hit rate 0.041% among 370,000; AID 485294; Potency, µM (top dose mostly 114 µM), for the others: at the highest dose activity change, negative = inhibition, hits mostly inhibitors; AmpC hydrolysis of nitrocefin, absorbance 480 nm, 0.01% Triton;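 note: potency is the fitted concentration of half-maximal effect; 0% = no-compound wells and -100% = no-enzyme wells; nearly all actives have a fitted effect of over 25% in size; some results filed as inactive show a strong effect at the top dose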
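AmpC (5.3 nM in the dispensed reagent) in 20 mM phosphate pH 7.0 with 0.01% (detergent screen) or 0.0001% Triton X-100 was preincubated with compounds for 15 min at room temperature. Nitrocefin was then added from an 800 uM solution, and hydrolysis was followed at 480 nm.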
Tb PYK inh = T. brucei pyruvate kinase inhibition. Q57TT1. TbPYK enzyme, Kinase-Glo Plus ATP luminescence, 45 min. Potency, µM (doses to about 76.8 µM), without a hit: at the highest dose activity, negative = inhibition, usual class: inhibitors. hit rate 0.12% among 410,000; note: potency is the fitted concentration of half-maximal effect; nearly all actives have a fitted effect of over 50% in size
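Assay buffer: 50 mM TEA pH 7.2, 100 mM KCl, 10 mM MgCl2, 0.05% BSA, 0.01% Tween-20. Pyruvate kinase from T. brucei plus substrate met compound, then ADP (130 uM final). Luminescence was read post 45 min RT.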
HCMV inh = blocks human cytomegalovirus replication; HFF cells, HCMV-luciferase reporter, 72 h; stronger effect = lower value; hit rate 4.5% among 410,000; AID 1259415; activity change, negative = inhibition, % at 57.5 µM; in the data active = activity change below about -60%; inconclusive = no clear call, values can overlap the other calls; inactive = above about -39%
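Two compound doses tested in HFFs infected with HCMV-luciferase, MOI 1 PFU/cell, 72 h at 37C. Lysate luminescence read with OneGlo; data normalized against buffer-only and 10uM Salinomycin inhibitor controls.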
AMA1-RON2 inh = disrupts binding of P. falciparum AMA1 to RON2. AlphaScreen AMA1-biotinylated RON2 peptide binding. Potency, µM (titrated, usually from 58.2 µM), without a hit: at the highest dose activity change, negative = inhibition, actives largely listed as inhibitors. hit rate 0.2% among 360,000. AID 720542;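 note: potency is the fitted concentration of half-maximal effect; 0% = vehicle wells and -100% = peptide control; nearly all actives have a fitted effect of over 45% in size; some results filed as inactive show a strong effect at the top dose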
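AMA1 (3D7) with his tag at 25 nM final met compounds first, then biotinylated RON2 peptide at 25 nM; detection used donor plus acceptor beads, 10 µg/mL apiece, read by AlphaScreen after 30 min at room temperature.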
* marks the source's active call; other numbers are inactive results; u = inconclusive; x = no result given; [ ] = another dose, or the depositor's remark. Unless noted, calls come from the whole dose curve; as a rule, active = well fitted curve in the direction sought with a large enough effect; inconclusive = small, poorly fitted or top-dose-only effect, or another doubt; inactive = no such curve, though single readings can be large; an effect the other way counts as inactive or inconclusive. Unless noted, % is set by controls: 0 for no effect and ±100 for the full control effect.

SMILES	Sm TGR block	LmPK inhibitor	AmpC inh no detg	AmpC inh detg	Tb PYK inh	HCMV inh	AMA1-RON2 inh
CCOc1ccc(/C=C/c2nc(C#N)c(NC(C)c3ccccc3)o2)cc1 (stereo not given)	-5%	x	x	11%	0%	u	x
COc1ccc(S(=O)(=O)N2CCCOC2CNC(=O)C(=O)NCCc2ccco2)cc1 (stereo not given)	-11%	-3%	20%	4%	-4%	-19	8%
O=c1[nH]c(Nc2nc3ccccc3o2)nc2c1CCCC2	15%	0%	-30%	u	-3%	-99*	27%
N/C(=N\OC(=O)C1CCCCC1)c1ccc(Br)cc1	-3%	0%	-29%	-8%	1%	-40	-1%
Cc1nc(Oc2ccc(F)cc2Cl)c2oc3ccccc3c2n1	4%	x	x	-2%	-3%	-9	x
O=C(COC(=O)CNC(=O)c1ccc(Cl)cc1)Nc1ccc(Cl)cc1C(F)(F)F	-2%	-2%	20%	u	-6%	62	17%
C[C@H](NC(=O)[C@@H]1CCCN1C(=O)[C@@H]1CCCN1C(=O)c1cccs1)c1ccccc1	x	x	x	x	5%	-7	5%
Cc1ccc(CN2CCN(Cc3cccc(-n4cccn4)c3)CC2CCO)cc1 (stereo not given)	-15%	0%	69%[activator]	-4%	3%	u	-2%
Cc1cc(C)cc(NC(=O)CSc2nc3sc4c(c3c(=O)[nH]2)CCCC4)c1	5%	x	x	-5%	-10%	8	x
Cc1ccc(N(CC(=O)Nc2ccc(F)cc2)S(=O)(=O)N2CCCC2)cc1	14%	4%	x	4%	2%	u	22%
O=C(CSc1ncccn1)NC(=O)Cc1ccccc1	-1%	x	-23%	-10%	1%	-31	0%
Cc1ccc(C)c(CSc2cn(CC(=O)N3CCCCCC3)c3ccccc23)c1	0%	x	x	26%	-5%	-3	x
CCC(C)(C(=O)NC1CCCCC1)N(C(=O)CNC(=O)c1ccccc1)c1c(C)n(C)n(-c2ccccc2)c1=O (stereo not given)	-3%	-9%	-3%	7%	-3%	u	-7%
O=C(O)CCC(=O)N1CCc2cc(S(=O)(=O)N3CCN(c4ccc(F)cc4)CC3)ccc21	-2%	2%	-4%	u	3%	-11	14%
COc1ccc(C)cc1NC(=O)CSc1nnc(-c2ccco2)n1N	-1%	-1%	-14%	-2%	5%	17	4%
CCOC(=O)c1c(S(=O)(=O)NCC(=O)N2CCN(c3cccc(OC)c3)CC2)c(C)n(C)c1C	2%	-2%	-7%	-15%	2%	3	-3%
C/C=C(\C)c1nnc(NC(=O)C(C)C)s1	-5%	-1%	-7%	1%	0%	32	9%
COC(=O)C(C)Sc1nc2ccsc2c(=O)n1Cc1ccccc1 (stereo not given)	16%	2%	-6%	1%	-5%	21	-10%
CCOc1cc(/C=N\Nc2nc(-c3ccc(C)cc3)c(NC(C)=O)s2)ccc1O	-7%	14%	-27%	4%	-6%	38	32%[activator]
CCCCC(=O)N(c1ccc2oc(C)c(C(C)=O)c2c1)S(=O)(=O)c1ccc(F)cc1C	2%	x	x	23%	4%	-10	x
CCOn1c(SCC)nc2ccccc2c1=O	8%	5%	-3%	2%	-20%	-9	-6%
CN(CCO)c1ccc([N+](=O)[O-])cc1C(=O)O	0%	-3%	-15%	0%	-5%	-27	-13%
COc1ccc(NS(=O)(=O)c2cc(C)ccc2NC(=O)c2cc(C)oc2C)cc1	-26%	-9%	u	0%	1%	5	0%
O=C(c1ccc2ccccc2n1)N1CCN(c2ccccn2)CC1	-11%	-7%	1%	-9%	1%	6	0%
COc1ccc(OCC(=O)NCCCNC(=O)COc2ccc(OC)cc2)cc1	1%	x	45%	0%	-6%	19	-1%
O=C(CCOc1ccccc1)Nc1cccc([N+](=O)[O-])c1	u	2%	-34%	5%	0%	61	-14%
CCN(CC)S(=O)(=O)c1cccc(C(=O)N/N=C/c2cc(OC)c(O)c(OC)c2)c1	-8%	1%	-38%	-7%	-10%	-5	38%[activator]
CC(=O)Nc1cccc(NS(=O)(=O)c2c(C)noc2C)c1	x	x	-14%	x	6%	-30	-13%
C#CCOC(=O)c1ccccc1C(=O)OCC#C	-7%	2%	-3%	-12%	-1%	-1	11%
CCc1ccc(-c2nc(CS(=O)CC(=O)NCc3ccc4c(c3)OCO4)c(C)o2)cc1 (stereo not given)	10µM*	-6%	66%[activator]	1%	0%	-33	-3%
Cc1ccc(S(=O)(=O)N(CC(=O)NCc2ccncc2)Cc2ccccc2F)cc1	-7%	-1%	11%	3%	-3%	u	-5%
CC(=O)c1c(C)[nH]c(C(=O)COC(=O)c2cccs2)c1C	x	x	-13%	x	3%	-13	0%
COc1cc(C2c3c(-c4cc(Cl)c(C)cc4O)n[nH]c3C(=O)N2Cc2cccnc2)ccc1O (stereo not given)	-28%	6%	0%	0%	-4%	13	117%[activator]
CCN(Cc1ccc(N(C)C)cc1)C(C)C(=O)Nc1ccc(S(=O)(=O)N2CCCC2)cc1 (stereo not given)	-26%	x	-4%	-1%	0%	0	u
O=C(COc1ccc2c3c(c(=O)oc2c1)CCC3)c1ccc2c(c1)OCO2	0%	4%	-19%	-14%	2%	u	4%
O=S(=O)(NCc1ccccc1)c1ccc(S(=O)(=O)N2CCCCC2)cc1	-24%	8%	-23%	0%	-4%	10	-10%
CCOC(=O)C1CCN(C(=O)c2ccccc2N(C)S(C)(=O)=O)CC1	-5%	-1%	-7%	u	-1%	-1	0%
COc1ccc(N2CCN(c3ccc([N+](=O)[O-])cc3Cl)CC2)cc1	0%	1%	-12%	-8%	27%	u	-17%[11.6 µM]
CC1CCc2sc(C(=O)NNS(=O)(=O)c3ccc(F)c(F)c3F)cc2C1 (stereo not given)	0%	x	-33%	-7%	-2%	-32	11%
COc1ccc(OCC(O)Cn2c(Nc3cccc(C)c3)nc3c2c(=O)n(C)c(=O)n3C)cc1 (stereo not given)	0%	6%	66%[activator]	u	0%	54	-6%
O=C(Cc1ccc(-n2c(=O)c3ccccc3n(CC(=O)Nc3ccc(F)cc3F)c2=O)cc1)NCc1ccco1	-7%	3%	-19%	-7%	-3%	-29	8%
O=C(NNC(=O)C1C2C=CC(C2)C1C(=O)O)c1ccccc1 (stereo not given)	1%	-5%	-14%	0%	0%	-16	14%
Cc1nn(-c2ccccc2)c(C)c1-c1ccccc1O	11%	0%	-11%	-3%	-5%	9	3%
COc1cccc(-c2cnc3c(NC=O)cc(-c4ccc(OC)cc4OC)cn23)c1	x	x	x	x	3%	-92*	46%[activator]
CCOC(=O)C1(CC2CC2)CCN(Cc2ccc(OC)cc2F)CC1	10%	2%	9%	-9%	0%	u	-7%
Cc1ccc(OCc2n[nH]c(=S)n2-c2ccc(Br)cc2)cc1	1%	28%	-33%	0%	-16%	11	148%[activator]
O=C(Nc1ncccn1)c1cc(-c2ccc(F)cc2)nc2ccccc12	4%	0%	3%	-6%	3%	-31	-1%
CC(Sc1nncn1C)C(=O)Nc1ccc(Cl)cn1 (stereo not given)	0%	-7%	-2%	u	-14%	-32	-4%

Copied from the results shown (6 entries):
SMILES	Sm TGR block	LmPK inhibitor	AmpC inh no detg	AmpC inh detg	Tb PYK inh	HCMV inh	AMA1-RON2 inh
Cc1nn(-c2ccccc2)c(C)c1-c1ccccc1O	11%	0%	-11%	-3%	-5%	9	3%
COc1cccc(-c2cnc3c(NC=O)cc(-c4ccc(OC)cc4OC)cn23)c1	x	x	x	x	3%	-92*	46%[activator]
CCOC(=O)C1(CC2CC2)CCN(Cc2ccc(OC)cc2F)CC1	10%	2%	9%	-9%	0%	u	-7%
Cc1ccc(OCc2n[nH]c(=S)n2-c2ccc(Br)cc2)cc1	1%	28%	-33%	0%	-16%	11	148%[activator]
O=C(Nc1ncccn1)c1cc(-c2ccc(F)cc2)nc2ccccc12	4%	0%	3%	-6%	3%	-31	-1%
CC(Sc1nncn1C)C(=O)Nc1ccc(Cl)cn1 (stereo not given)	0%	-7%	-2%	u	-14%	-32	-4%

(listing goes on)
SMILES	Sm TGR block	LmPK inhibitor	AmpC inh no detg	AmpC inh detg	Tb PYK inh	HCMV inh	AMA1-RON2 inh
C=CCn1c(C2CCCCC2)n[nH]c1=S	-1%	3%	-15%[11.4 µM]	u	u	-97*	10%
CC1CC2=C(C(=O)O1)C(c1ccc(Cl)cc1)Nc1ccccc1N2 (stereo not given)	7%	1%	-37%	-1%	-11%	-40	-5%
Cn1c(=O)[nH]c(=O)c2c1nc(Br)n2CCC(=O)c1ccccc1	13µM*	1%	-20%	-3%	-3%	5	1%
CNC(=O)/C=C1\NC(C)(C)Cc2c1ccc1ccccc21	u	6%	30%	1%	-13%	42	-5%
Cn1ccnc1C(=O)c1ccc(N)cc1	7%	-10%	-16%	7%	-3%	14	20%
CCOC(=O)c1c(NC(=S)NC(C)=O)sc(C)c1C	-20%	6%	-13%	2%	-10%	-26	3%
Cc1ccn(C(C)CC(=O)N2CCc3ccccc32)n1 (stereo not given)	-6%	1%	-1%	0%	8%	76	-7%
Oc1ccc(Cc2ncc(C(F)(F)F)cc2Cl)cc1	1%	-6%	-12%	u	2%	u	19%
CN(CC(=O)Nc1ccc(F)c(F)c1F)C1CCCCC1	1%	6%	-11%	u	2%	-1	2%
CCN(Cc1cnn(C)c1)C(=O)c1cc(COc2ccc(F)cc2F)on1	1%	5%	51%	-7%	-3%	7	-6%
O=C1S/C(=C\c2ccc(N3CCOCC3)o2)C(=O)N1Cc1c(F)cccc1Cl	2.8µM*	1%	-8%	-2%	25µM*	9	4%
COc1ccc(CCNC(=O)CN2CCOc3ccccc32)cc1OC	-15%	1%	-3%	u	-7%	38	4%
CC1(C)C2C/C(=N\O)C(C)(/[N+]([O-])=C/c3cccc([N+](=O)[O-])c3)CC21 (stereo not given)	x	1%	-3%	8%	3%	-19	2%
CC(C)c1ccc(/C=N/NC(=O)CN(c2cccc(Cl)c2Cl)S(C)(=O)=O)cc1	-28%	2%	47%	-6%	1%	-11	-1%
Cc1ccc(S(=O)(=O)N/N=C/c2ccccc2O)cc1[N+](=O)[O-]	-9%	1%	-43%	-5%	-4%	-34	77%[activator]
O=C(CSc1ncnc2c1oc1ccccc12)Nc1cccc(C(F)(F)F)c1	3%	-3%	-17%	-13%	-6%	15	2%
CN(C)/C=N/c1nc2nccc(-c3ccccn3)n2n1	-7%	-5%	-30%	u	-2%	-25	0%

Assay outcomes from PubChem.
